# ERG-DNA inh: inhibitors of human ERG Ets domain-DNA interaction; fluorescence polarization, His-ERG Ets domain / labelled DNA; 0.028% of 370,000 active; P11308; Potency, µM (highest dose often 76.9 µM), for the others: at the highest dose FP activity, negative = inhibition, actives largely listed as inhibitors; active means well fitted inhibition curve with a large enough effect in the polarisation, with a control signal flat; inconclusive means small, poorly fitted or top-dose-only effect, or effect the other way, or a change in a side signal; inactive means no such curve, though single readings can be large or run the other way; the % refers to the polarisation;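 further: polarization taken with two DNA probes labelled with fluorescein and Texas red; potency means the concentration at half of the fitted maximal effect; % of control where 0% means no effect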
#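 His-tagged ERG Ets domain (1 uM in the protein solution; 300mM KCl, 50mM Tris-HCl, 1mM EDTA, 1mM DTT, pH 7.5) received compound, then a probe mix of 5 nM fluorescein-DNA and 100nM Texas-615-DNA. Fluorescence polarization was read for both dyes.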
# POLI inh: DNA polymerase iota (human) inhibition; Pol iota fluorescent replication assay, 10 min; Potency, µM (series often up to 115 µM), for the others: at the highest dose activity, negative = inhibition, usual class: inhibitors; 1% of 390,000 active; AID 588590; further: potency means the concentration at half of the fitted maximal effect
#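 Fluorescent replication assay read twice, at 0 min and 10 min after adding 50 nM (final) substrate. Enzyme (10 nM) and compounds were first incubated 15 min at room temperature; enzyme-free buffer wells were negative controls.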
# ALOX12 inh: ALOX12 (human) lipoxygenase inhibition | P18054 | purified 12hLO, xylenol orange hydroperoxide absorbance | Potency, µM (titrated, usually from 108 µM), for the others: top-dose activity change, negative = inhibition, hits mostly inhibitors | 1.1% of 580,000 active | AID 1671190; further: potency means the concentration at half of the fitted maximal effect; on the % scale 0 is the no-effect control and ±100 the full control effect
#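 Purified human 12hLO (150 nM final) in 25 mM Hepes, 0.01% Triton X-100, pH 7.0 was preincubated 15 min at room temperature with compound. Then 40 uM arachidonic acid was added, 30 min. Hydroperoxide was read by Fe-XO absorbance ratio 573/405 nm.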
# APE1 inh: blocks human APE1 abasic DNA cleavage. AID 2517. recombinant APE1, TAMRA/BHQ-2 abasic DNA cleavage fluorescence. 0.35% of 350,000 active. Potency, µM (series often up to 65.8 µM), for inactives: top-dose activity change, negative = inhibition, actives largely listed as inhibitors. P27695;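 further: potency means the concentration at half of the fitted maximal effect; plate controls were vehicle for no effect and reference inhibitor for full effect; nearly all actives have a fitted effect of over 55% in size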
#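 Substrate: short duplex with […] THF abasic site, 5'-TAMRA and 3'-BHQ-2, 50 nM final. APE1 at 0.75 nM, preincubated 15 min RT with compound. Fluorescence increase from first to third read measured activity.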
# TRHR ag: agonists of human TRH receptor. P34981. TRHR cells, calcium flux fluo-8, FDSS agonist mode. activation, % at 2 µM. 0.18% of 360,000 active. AID 493084; in the data active means activation above about 30%; further: 0% is about no effect
#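 Fluo-8-loaded TRHR cells; 10 s baseline, compound added, kinetic Ca2+ fluorescence read 1/s, agonist mode.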
# POLB inh: DNA polymerase beta (human) inhibition; P06746; Pol beta primer extension/strand displacement, fluorescence kinetic; Potency, µM (doses to about 114 µM), for the others: at the top dose activity change, negative = inhibition, actives largely listed as inhibitors; 1.3% of 340,000 active; further: potency means the concentration at half of the fitted maximal effect; on the % scale 0 is the no-effect control and ±100 the full control effect
#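 Homogeneous kinetic assay of primer extension and strand displacement by 10 nM Pol beta, preincubated 15 min at room temperature with compound before 50 nM substrate (final) was added. Read at 0 and 10 min; four-parameter Hill fit.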
# BLM helicase inh: inhibitors of human Bloom syndrome helicase BLM; recombinant BLM DNA unwinding, fluorescence dequenching; Potency, µM (doses to about 56.1 µM), without a hit: at the highest dose activity change, negative = inhibition, actives largely listed as inhibitors; 0.2% of 350,000 active;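 further: potency means the concentration at half of the fitted maximal effect; plate controls were vehicle for no effect and no enzyme for full effect; nearly all actives have a fitted effect of over 35% in size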
# Target sequence (P54132 whole entry, looked up): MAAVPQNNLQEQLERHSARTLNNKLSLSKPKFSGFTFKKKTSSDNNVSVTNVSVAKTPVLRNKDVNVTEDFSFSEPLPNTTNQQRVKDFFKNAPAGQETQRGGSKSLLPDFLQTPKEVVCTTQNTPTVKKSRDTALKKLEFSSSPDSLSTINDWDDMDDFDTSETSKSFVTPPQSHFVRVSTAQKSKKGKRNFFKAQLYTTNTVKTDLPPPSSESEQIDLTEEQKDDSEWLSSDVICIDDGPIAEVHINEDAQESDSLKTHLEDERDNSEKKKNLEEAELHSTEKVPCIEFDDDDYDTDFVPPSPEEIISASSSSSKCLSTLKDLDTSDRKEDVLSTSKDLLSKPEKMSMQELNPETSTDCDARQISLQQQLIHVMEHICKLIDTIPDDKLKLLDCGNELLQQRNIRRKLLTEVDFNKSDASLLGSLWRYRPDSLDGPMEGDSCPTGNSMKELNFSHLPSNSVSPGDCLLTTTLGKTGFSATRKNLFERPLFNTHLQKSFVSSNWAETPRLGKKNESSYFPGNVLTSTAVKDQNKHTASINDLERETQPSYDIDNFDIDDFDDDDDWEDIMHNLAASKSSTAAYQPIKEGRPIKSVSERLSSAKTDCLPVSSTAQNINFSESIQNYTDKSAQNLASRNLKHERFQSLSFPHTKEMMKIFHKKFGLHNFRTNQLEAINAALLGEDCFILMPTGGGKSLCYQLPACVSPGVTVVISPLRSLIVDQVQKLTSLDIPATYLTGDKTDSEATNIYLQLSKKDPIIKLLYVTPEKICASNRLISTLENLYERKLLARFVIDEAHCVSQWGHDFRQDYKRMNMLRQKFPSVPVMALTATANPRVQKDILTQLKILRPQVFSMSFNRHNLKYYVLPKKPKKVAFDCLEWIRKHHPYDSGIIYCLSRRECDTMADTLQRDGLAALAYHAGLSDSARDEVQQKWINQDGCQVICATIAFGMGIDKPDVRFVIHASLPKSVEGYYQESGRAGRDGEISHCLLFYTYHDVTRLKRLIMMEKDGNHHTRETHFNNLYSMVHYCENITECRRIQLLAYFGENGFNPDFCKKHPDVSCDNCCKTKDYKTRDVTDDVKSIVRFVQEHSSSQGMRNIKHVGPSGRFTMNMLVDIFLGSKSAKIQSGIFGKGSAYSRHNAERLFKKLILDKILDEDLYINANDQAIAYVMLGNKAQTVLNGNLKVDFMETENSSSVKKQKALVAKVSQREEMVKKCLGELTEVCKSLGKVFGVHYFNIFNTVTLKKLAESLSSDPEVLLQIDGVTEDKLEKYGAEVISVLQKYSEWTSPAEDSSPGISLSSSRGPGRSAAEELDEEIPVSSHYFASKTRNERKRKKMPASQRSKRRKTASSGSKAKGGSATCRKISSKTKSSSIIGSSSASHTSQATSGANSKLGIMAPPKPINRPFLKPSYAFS
# Anesthetic bind: candidate novel general anesthetic via apoferritin binding. apoferritin/1-aminoanthracene competitive binding, fluorescence. P02791. Potency, µM (series often up to 77.5 µM), without a hit: at the top dose activity change, negative = displacement, most hits filed as inhibitors. 0.074% of 350,000 active. AID 485281; further: potency means the concentration at half of the fitted maximal effect; on the % scale 0 is the no-effect control and ±100 the full control effect; nearly all actives have a fitted effect of over 20% in size
#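 Probe: 1-aminoanthracene (50% saturated, PBS). Protein: horse-spleen apoferritin, 10 uM. Incubation: 10 min, room temperature. Detection: 380 nm excitation, 535 nm emission. Analysis: normalized response, four-parameter Hill.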
# Pol kappa inh: DNA polymerase kappa (human) inhibition | Potency, µM (highest dose often 107 µM), inactives show top-dose activity, negative = inhibition, usual class: inhibitors | 0.53% of 400,000 active | AID 588579 | purified Pol kappa, fluorescent DNA synthesis assay, 10 min; further: potency means the concentration at half of the fitted maximal effect; on the % scale 0 is the no-effect control and ±100 the full control effect
#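 50 nM final substrate added after 15 min RT preincubation of 10 nM Pol kappa with compound; fluorescence read at 0 and 10 min.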
# An asterisk follows results filed as active; ? = inconclusive; . = not tested or not shown; [ ] = another dose, or the depositor's remark. Unless noted, the call rests on the fitted dose curve; in most records, active means well fitted curve in the direction sought with a large enough effect; inconclusive means small, poorly fitted or top-dose-only effect, or another doubt; inactive means no such curve, though single readings can be large; an effect the other way counts as inactive or inconclusive. This is a subset; rates above refer to the full screens.
SMILES,ERG-DNA inh,POLI inh,ALOX12 inh,APE1 inh,TRHR ag,POLB inh,BLM helicase inh,Anesthetic bind,Pol kappa inh
Cc1nnc(SCC(=O)Nc2nsc(-c3ccc(C(C)(C)C)cc3)n2)s1,4%,-28%,-2%,-9%,-0.4,-10%,-8%,?,-4%
Cc1c(NC(=O)c2cc(C(C)C)on2)c(=O)n(-c2ccccc2)n1C,-8%,11%[58.9 µM],-18%,-1%,0.4,-3%,-1%,-6%,-4%
CCOC(=O)C1CCCN(C(=O)c2cc3cc4ccc(OC)cc4nc3o2)C1 (configuration not stated),-7%,24%,.,7%,-0.9,35%,1%,7%,2%
Cc1ccc(CNc2ccc3nnc(-c4ccccc4)n3n2)cc1,0%,28%,7%,?,-0.4,56µM*,-5%,-11%,0%
O=C(O)C1CC=CCC1C(=O)Nc1cccnc1 (configuration not stated),-2%,20%,-3%,5%,-0.4,-25%,-5%,-12%,0%
Nc1cc(N)nc(SCC(=O)NCC(=O)Nc2ccc(F)c(F)c2F)n1,-15%,99%[activator],10%,-37%,.,.,.,.,-9%
O=C1NN(c2ccccc2)C(=O)/C1=C/c1ccc(Sc2ccc(Cl)cc2)o1,25%,7.9µM*,16µM*,0%,-1.0,?,-14%,-11%,50µM*
CCc1ccc(NC(=O)CCCc2nc(-c3ccco3)no2)cc1,1%,10%,-23%,.,-0.3,-10%,-6%,-7%,-8%
O=C1CCC(C(=O)N2CCc3ccccc3C2)CN1CCCN1CCOCC1 (configuration not stated),-15%,18%,-4%,37%,0.5,35%,0%,-2%,-5%
Cc1cccc(CSCc2ccc(C(=O)NCCc3ccccc3)o2)c1,10%,13%,-25%,.,0.0,4%,-9%,-9%,-4%[60.1 µM]
Clc1cccc(NCc2ccccc2)n1,3%,-1%,-9%,2%,-0.7,0%,-5%,?,-15%
O=[N+]([O-])c1cccc(S(=O)(=O)c2ccc(NCCO)c([N+](=O)[O-])c2)c1,7%,100%[activator],?,?,-0.4,3%,-4%,-15%,-16%
COc1ccc(OC)c(CCNC(=O)CN2C(=O)CCSc3ccccc32)c1,10%,21%,0%,17%,0.2,31%,1%,5%,2%
COc1ccc(OCc2nnc(SC(C)C(=O)Nc3ccc(N4CCOCC4)cc3)n2C)cc1 (configuration not stated),-17%,6%,-3%,.,.,.,.,.,-5%
O=C(NCc1ccncc1)C1CCN(S(=O)(=O)c2cccc(C(F)(F)F)c2)CC1,6%,116%[activator],-2%,48%[activator],-0.4,9%,-1%,-7%,-9%
O=[N+]([O-])c1cc(-n2cnnn2)ccc1N1CCC(Cc2ccccc2)CC1,-9%,7%,-22%,-10%,-0.1,1%,-12%,?,-22%
O=C(CSc1ncn[nH]1)NCCc1ccc(Cl)cc1Cl,13%,13%,-9%,52%[activator],-0.5,-17%,-4%,1%,2%
S=c1[nH]nc(Cn2cnc3ccccc32)n1-c1ccccc1,-5%,184%[activator],-28%,4%,0.1,-23%,-1%,0%,-3%
O=C(CSc1ncccn1)NCc1ccc2c(c1)OCO2,5%,-5%,-15%,67%,1.1,-9%,-5%,16%,-4%
O=C(Nc1sc2c(c1C(=O)O)CCCC2)C(=O)N1CCOCC1,1%,6%,-6%,27%,0.5,-12%,-4%,-4%,-17%
O=C(NC1CC1)c1ccc2c(Cl)c3c(nc2c1)CCCC3,4%,21%,-4%,-5%,-0.4,1%,-6%,-22%,-1%
O=C(Nc1ccccc1C(=O)NCCc1ccc(O)cc1)c1ccco1,6%,14%,0%,-14%,-0.5,3%,-3%,2%,11%
COc1cccc2c(=O)n(CC(=O)Nc3ccc(F)cc3)ccc12,5%,-18%,?,-1%,1.4,-16%,-3%,23%,-5%
CC1(c2ccccc2)NC(=O)N(CC(=O)Nc2ccc3c(c2)CCC3)C1=O (configuration not stated),11%,15%,-29%,-3%,.,.,.,.,-1%
COc1cccc(-n2c(N)c(-c3nc4ccccc4[nH]3)sc2=S)c1,6%,23%,?,1%,-0.4,-8%,-16%,-8%,-9%

# A different layout for 14 compounds above.
# Screens in order – ERG-DNA inh, POLI inh, ALOX12 inh, APE1 inh, TRHR ag, POLB inh, BLM helicase inh, Anesthetic bind, Pol kappa inh
- O=C1NN(c2ccccc2)C(=O)/C1=C/c1ccc(Sc2ccc(Cl)cc2)o1
→ 25%, 7.9µM*, 16µM*, 0%, -1.0, ?, -14%, -11%, 50µM*
- CCc1ccc(NC(=O)CCCc2nc(-c3ccco3)no2)cc1
→ 1%, 10%, -23%, ., -0.3, -10%, -6%, -7%, -8%
- O=C1CCC(C(=O)N2CCc3ccccc3C2)CN1CCCN1CCOCC1 (configuration not stated)
→ -15%, 18%, -4%, 37%, 0.5, 35%, 0%, -2%, -5%
- Cc1cccc(CSCc2ccc(C(=O)NCCc3ccccc3)o2)c1
→ 10%, 13%, -25%, ., 0.0, 4%, -9%, -9%, -4%[60.1 µM]
- Clc1cccc(NCc2ccccc2)n1
→ 3%, -1%, -9%, 2%, -0.7, 0%, -5%, ?, -15%
- O=[N+]([O-])c1cccc(S(=O)(=O)c2ccc(NCCO)c([N+](=O)[O-])c2)c1
→ 7%, 100%[activator], ?, ?, -0.4, 3%, -4%, -15%, -16%
- COc1ccc(OC)c(CCNC(=O)CN2C(=O)CCSc3ccccc32)c1
→ 10%, 21%, 0%, 17%, 0.2, 31%, 1%, 5%, 2%
- COc1ccc(OCc2nnc(SC(C)C(=O)Nc3ccc(N4CCOCC4)cc3)n2C)cc1 (configuration not stated)
→ -17%, 6%, -3%, ., ., ., ., ., -5%
- O=C(NCc1ccncc1)C1CCN(S(=O)(=O)c2cccc(C(F)(F)F)c2)CC1
→ 6%, 116%[activator], -2%, 48%[activator], -0.4, 9%, -1%, -7%, -9%
- O=[N+]([O-])c1cc(-n2cnnn2)ccc1N1CCC(Cc2ccccc2)CC1
→ -9%, 7%, -22%, -10%, -0.1, 1%, -12%, ?, -22%
- O=C(CSc1ncn[nH]1)NCCc1ccc(Cl)cc1Cl
→ 13%, 13%, -9%, 52%[activator], -0.5, -17%, -4%, 1%, 2%
- S=c1[nH]nc(Cn2cnc3ccccc32)n1-c1ccccc1
→ -5%, 184%[activator], -28%, 4%, 0.1, -23%, -1%, 0%, -3%
- O=C(CSc1ncccn1)NCc1ccc2c(c1)OCO2
→ 5%, -5%, -15%, 67%, 1.1, -9%, -5%, 16%, -4%
- O=C(Nc1sc2c(c1C(=O)O)CCCC2)C(=O)N1CCOCC1
→ 1%, 6%, -6%, 27%, 0.5, -12%, -4%, -4%, -17%

# Further records.
SMILES,ERG-DNA inh,POLI inh,ALOX12 inh,APE1 inh,TRHR ag,POLB inh,BLM helicase inh,Anesthetic bind,Pol kappa inh
S=C(NCc1ccccc1)Nc1cccc(Cl)c1,?,12%,?,11%,1.6,34%,-7%,-8%,-2%
O=C1C=C(NCc2ccc(Cl)c(Cl)c2)CC1,2%,0%,-10%,3%,-0.2,-10%,0%,-10%,1%
COc1ccc(N2CCN(C(=O)CSc3c4c(nc5ccc(Cl)cc35)CCCC4)CC2)cc1,-4%,0%,5%,.,-0.6,-24%,-1%,?,-9%
CSCCC(=O)N(C)CC1CCN(CCc2cccc(C(F)(F)F)c2)CC1,12%,44%[activator],-21%,19%,-0.6,39%,1%,-15%,6%
CN(CCC#N)C(=O)COC(=O)c1cc(Cl)cc(Cl)c1N,6%,11%,?,-5%,0.1,0%,-1%,63%[activator],-11%
CC(=O)C1=C(O)C(=O)N(c2ccc(Br)cn2)C1c1ccccc1F (configuration not stated),-6%,1%,?,-1%,-0.1,5%,-7%,-8%,7%
O=C(Nc1cc(Cl)cc(Cl)c1)c1ccc(F)c(S(=O)(=O)NC2CCCC2)c1,2%,16%,?,.,0.4,-1%,-13%,-5%,-3%[60.1 µM]
Cc1cc(=O)oc2cc(NC(=O)c3ccccc3Cl)ccc12,-1%,42%[activator],-11%,-9%,0.2,48%,-5%,10%,-5%
COc1cccc(OCC(=O)NNC(=O)c2cnccn2)c1,-1%,8%,4%,14%,0.5,-15%,-13%,0%,-13%
O=C(CN(CC(=O)N1CCOCC1)S(=O)(=O)c1ccc(Br)s1)N1CCOCC1,3%,1%,-8%,.,.,.,.,.,-15%
COc1ccc(C)cc1NC(=O)c1c([N+](=O)[O-])cnn1C,9%,112%[activator],2%,20%,0.1,8%,-9%,-18%,-1%
CC(C)(C)OC(=O)N1CCC(c2c(C(=O)Nc3ccc4c(c3)OCCO4)cnn2-c2ccc(F)cc2F)CC1,-5%,-20%,?,.,0.1,0%,-8%,-20%,-5%
COc1ccc(CNC(=O)Cn2nc(C(F)(F)F)cc2C)cc1,11%,5%,2%,?,1.9,86%,-1%,8%,8%
CN(C(=O)COC(=O)c1nc(Cl)ccc1Cl)c1ccccc1,-12%,12%,-6%,41%[activator],-1.9,0%,-3%,-6%,-7%
Cc1ccc(Cn2c(C)c(CNC3CCCCC3)c(C(=O)O)c2C)cc1,-18%,-1%,-16%,.,0.2,-1%,2%,-6%,-5%
Cc1ccc(N(CC(=O)NN=C2CCN(C)CC2)S(=O)(=O)c2ccc(C)cc2)cc1,2%,38%[activator],-3%,-4%,-0.3,6%,-2%,-14%,-5%
O=C(COC(=O)c1ccc(Cl)cc1)NCC1CCCCC1,-5%,40%[activator],-5%,33%,.,.,.,.,-17%
Oc1ccccc1CNn1cnnc1,-8%,0%,-21%,0%,.,56%,-2%,-7%,4%
COc1ccc(N2C(=O)CC(Sc3nc(C)cc(C)n3)C2=O)cc1OC (configuration not stated),-21%,21%,6%,15%,0.6,-8%,-5%,-10%,-2%
CCOC(=O)c1n[nH]n(-c2cc(Cl)cc(Cl)c2)c1=O,4%,148%[activator],385%[activator],-3%,0.2,21%,-2%,1%,-9%

# Compound activity as filed in PubChem.
